# PV pol inh – inhibitors of poliovirus RNA polymerase binding and polymerization | poliovirus polymerase elongation, fluorescence polarization; active compounds read low | AID 588519 | % elongation, % (compound at 16.7 µg/mL) | P03300 | 150,000 compounds, 0.66% hits; in the data active = % elongation below about 90%; note: some results filed as inactive read as strong as hits
# Target sequence (P03300 1749-2209 limits assumed): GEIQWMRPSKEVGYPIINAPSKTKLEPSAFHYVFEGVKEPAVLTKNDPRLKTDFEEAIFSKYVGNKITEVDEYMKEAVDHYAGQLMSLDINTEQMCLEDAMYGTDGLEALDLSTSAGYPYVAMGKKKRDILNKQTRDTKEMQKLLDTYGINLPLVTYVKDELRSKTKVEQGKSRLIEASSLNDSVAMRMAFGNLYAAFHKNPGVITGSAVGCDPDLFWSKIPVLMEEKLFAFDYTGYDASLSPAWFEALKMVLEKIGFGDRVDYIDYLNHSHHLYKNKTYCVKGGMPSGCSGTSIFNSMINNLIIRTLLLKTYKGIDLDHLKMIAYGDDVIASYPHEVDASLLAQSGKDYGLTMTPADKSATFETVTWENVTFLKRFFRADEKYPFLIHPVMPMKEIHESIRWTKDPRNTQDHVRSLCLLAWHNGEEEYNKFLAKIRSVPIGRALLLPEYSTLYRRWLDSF
# PV pol inh FP z-score – second read-out of PV pol inh, no call of its own (marks repeat the call); z-score; measured here: FP z-score; hits read low
# * hit, by the source's call; & = joins results of further samples.
1. CC(=O)N1CC(O)C[C@H]1C(=O)O (stereo partly drawn)
2. Nc1ncnc2nc[nH]c12
3. COc1cc([C@H]2Oc3cc([C@H]4Oc5cc(O)cc(O)c5C(=O)[C@@H]4O)ccc3O[C@@H]2CO)ccc1O
4. CCOc1ccc(NC(=O)Cn2cc(C(=O)c3cccs3)c3ccccc32)cc1
5. CC1=C(C(=O)O)N2C(=O)[C@@H](NC(=O)C(N)c3ccc(O)cc3)[C@H]2SC1 (stereo partly drawn)
6. CCCCCC(=O)O[C@]1(C(C)=O)CCC2C3CCC4=CC(=O)CC[C@]4(C)C3CC[C@@]21C (stereo partly drawn)
7. Cc1cc(=O)n(-c2ccccc2)[nH]1
8. CCC(Sc1nc2ccccc2c2nc(CCn3cncc3C)nn12)C(=O)Nc1cccc(OC)c1 (stereo not drawn)
entry no.,1,2,3,4,5,6,7,8
PV pol inh FP z-score,-0.1,0.4,0.5,0.2,-0.1,0.8,-0.1,0.4
PV pol inh,103.0,101.0,103.0,104.0,100.0,102.0,100.0,108.0

# An excerpt of these results, bar-delimited.
item | molecule | PV pol inh FP z-score | PV pol inh
5 | CC1=C(C(=O)O)N2C(=O)[C@@H](NC(=O)C(N)c3ccc(O)cc3)[C@H]2SC1 (stereo partly drawn) | -0.1 | 100.0
6 | CCCCCC(=O)O[C@]1(C(C)=O)CCC2C3CCC4=CC(=O)CC[C@]4(C)C3CC[C@@]21C (stereo partly drawn) | 0.8 | 102.0
7 | Cc1cc(=O)n(-c2ccccc2)[nH]1 | -0.1 | 100.0
8 | CCC(Sc1nc2ccccc2c2nc(CCn3cncc3C)nn12)C(=O)Nc1cccc(OC)c1 (stereo not drawn) | 0.4 | 108.0

# Next results
9. CCOC(=O)NNc1nncc2ccccc12
10. COc1ccc(CNC(=O)Nc2ccc3c(c2)N(C)C(=O)c2ccccc2S3)cc1OC
11. Cc1ccc(Nc2nc3ccccc3c3nnc(C)n23)c(C)c1
12. Cc1ccccc1Cc1c(C)nc2c(-c3ccccc3)c(C)[nH]n2c1=O
13. Cc1cccc2nc(-c3ccccn3)c(Nc3ccccc3)n12
14. Cc1ccc(NC(=O)Cn2c(=O)n(CCC(=O)N3CCc4ccccc4C3)c(=O)c3ccccc32)c(C)c1
15. COc1ccc(OCC(=O)Nc2cc(-c3nc4ccccc4s3)ccc2C)cc1
16. CC(=O)Nc1ccccc1
entry no.,9,10,11,12,13,14,15,16
PV pol inh FP z-score,-0.1&0.7,0,0,-0.6,1.4,-2.1,1,0.8
PV pol inh,99.0&103.0,107.0,105.0,103.0,112.0,99.0,108.0,103.0

# Reprinted from the part before: two compounds, followed by the next part.
15. COc1ccc(OCC(=O)Nc2cc(-c3nc4ccccc4s3)ccc2C)cc1
16. CC(=O)Nc1ccccc1
17. Cn1c(=O)c2c(ncn2CCO)n(C)c1=O
18. CC(=O)Nc1ccc(O)cc1
19. Cc1ccccc1C(=O)Nc1cccc(-c2nc3cccnc3s2)c1
20. Cc1cccc(NC(c2ccccc2F)c2ccc3ccc(C)nc3c2O)n1 (stereo not drawn)
21. CCCCCCc1ccc(O)cc1O
22. Cc1cccc(C)c1NC(=O)C1CCCCN1C (stereo not drawn)
23. CCCCC1C(=O)N(c2ccccc2)N(c2ccccc2)C1=O
entry no.,15,16,17,18,19,20,21,22,23
PV pol inh FP z-score,1,0.8,-0.2,0.4&-0.2,-0.2,0.6,-0.7,-0.2,0.2
PV pol inh,108.0,103.0,99.0,103.0&99.0,105.0,108.0,98.0,98.0,101.0

# Some of the compounds tested (hit frequency here may not be typical).
